POLH inh: blocks human DNA polymerase eta activity. actives 1.2% (n = 390,000). recombinant Pol eta, fluorescent DNA replication assay. Q9Y253. Potency, µM (series often up to 114 µM), for inactives: at the top dose activity change, negative = inhibition, most hits filed as inhibitors; further: on the % scale 0 is the no-effect control and ±100 the full control effect
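Pol eta at 10 nM preincubated with compounds 15 min at room temperature; reaction started with fluorescent substrate (50 nM final) and read kinetically at 0 and 10 min.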
POLB inh: inhibitors of human DNA polymerase beta | P06746 | actives 1.3% (n = 340,000) | Pol beta primer extension/strand displacement, fluorescence kinetic | Potency, µM (top dose mostly 114 µM), for the others: at the top dose activity change, negative = inhibition, usual class: inhibitors; further: on the % scale 0 is the no-effect control and ±100 the full control effect
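10 nM enzyme + cpd, 15 min RT; start with substrate 50 nM final; read 0 min and after 10 min RT. Corrected, normalized data; 4-parameter Hill curve fit.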
BAZ2B block: BAZ2B (human) inhibition; AlphaScreen BAZ2B-H3K14Ac peptide displacement; Potency, µM (titrated, usually from 114 µM), inactives show at the top dose activity change, negative = inhibition, actives largely listed as inhibitors; actives 4.4% (n = 360,000); AID 504333; further: on the % scale 0 is the no-effect control and ±100 the full control effect; nearly all actives have a fitted effect of over 60% in size
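Inhibition is scored as reduced AlphaScreen emission. The BAZ2B/b-H3(5-23)K14Ac complex (50 nM each) in PBS pH 7.4, 0.01% Tween-20 meets compound (up to 110 uM) for 30 min at RT before bead addition.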
POLI inh: DNA polymerase iota (human) inhibition. Potency, µM (doses to about 115 µM), without a hit: at the top dose activity, negative = inhibition, actives largely listed as inhibitors. actives 1% (n = 390,000). AID 588590. Pol iota fluorescent replication assay, 10 min. Q9UNA4
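Pol iota at 10 nM preincubated 15 min with compounds at room temperature; reaction started with fluorescent substrate, 50 nM final. Fluorescence read kinetically at 0 and 10 min; buffer-only wells as negative control.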
BLM inh: inhibitors of human Bloom syndrome helicase BLM; actives 0.2% (n = 350,000); AID 2528; Potency, µM (top dose mostly 56.1 µM), for the others: at the highest dose activity change, negative = inhibition, actives largely listed as inhibitors; recombinant BLM DNA unwinding, fluorescence dequenching; P54132;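 further: plate controls were vehicle for no effect and no enzyme for full effect; nearly all actives have a fitted effect of over 35% in size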
APE1 inh: blocks human APE1 abasic DNA cleavage; recombinant APE1, TAMRA/BHQ-2 abasic DNA cleavage fluorescence; Potency, µM (series often up to 65.8 µM), inactives show at the top dose activity change, negative = inhibition, most hits filed as inhibitors; P27695; AID 2517; actives 0.35% (n = 350,000);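 further: plate controls were vehicle for no effect and reference inhibitor for full effect; nearly all actives have a fitted effect of over 55% in size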
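Readout is kinetic fluorescence (ex 525, em 598 nm) from cleavage of 50 nM TAMRA/BHQ-2 THF abasic duplex by 0.75 nM APE1, compound added 15 min beforehand at RT.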
Pol kappa inh: DNA polymerase kappa (human) inhibition; actives 0.53% (n = 400,000); Potency, µM (highest dose often 107 µM), for the others: top-dose activity, negative = inhibition, most hits filed as inhibitors; Q9UBT6; purified Pol kappa, fluorescent DNA synthesis assay, 10 min; AID 588579; further: on the % scale 0 is the no-effect control and ±100 the full control effect
Target sequence (Q9UBT6 whole entry, looked up): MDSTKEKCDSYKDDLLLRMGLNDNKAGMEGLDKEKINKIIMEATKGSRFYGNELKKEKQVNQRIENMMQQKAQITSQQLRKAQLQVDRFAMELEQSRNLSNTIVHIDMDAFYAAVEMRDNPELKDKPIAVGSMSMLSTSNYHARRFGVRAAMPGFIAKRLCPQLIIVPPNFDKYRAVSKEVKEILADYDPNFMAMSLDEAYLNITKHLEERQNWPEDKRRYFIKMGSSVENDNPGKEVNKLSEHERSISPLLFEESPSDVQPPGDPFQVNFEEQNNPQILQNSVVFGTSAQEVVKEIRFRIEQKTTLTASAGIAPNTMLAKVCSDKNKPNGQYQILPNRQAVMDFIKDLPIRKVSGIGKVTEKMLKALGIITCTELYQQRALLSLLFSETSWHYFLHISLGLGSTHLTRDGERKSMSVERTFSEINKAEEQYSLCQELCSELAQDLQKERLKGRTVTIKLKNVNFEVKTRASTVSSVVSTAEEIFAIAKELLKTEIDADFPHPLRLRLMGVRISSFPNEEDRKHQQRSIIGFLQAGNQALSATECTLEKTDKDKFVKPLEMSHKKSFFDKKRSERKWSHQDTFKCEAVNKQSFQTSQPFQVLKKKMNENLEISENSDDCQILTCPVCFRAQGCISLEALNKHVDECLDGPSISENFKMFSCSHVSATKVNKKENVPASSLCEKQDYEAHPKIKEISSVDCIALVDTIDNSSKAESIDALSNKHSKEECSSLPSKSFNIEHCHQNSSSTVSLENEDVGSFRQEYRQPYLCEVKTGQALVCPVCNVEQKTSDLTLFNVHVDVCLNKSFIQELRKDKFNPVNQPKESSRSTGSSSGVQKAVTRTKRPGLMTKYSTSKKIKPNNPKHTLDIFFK
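50 nM final substrate added after 15 min RT preincubation of 10 nM Pol kappa with compound; fluorescence read at 0 and 10 min.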
Anesthetic bind: binds horse apoferritin like a general anesthetic; AID 485281; P02791; apoferritin/1-aminoanthracene competitive binding, fluorescence; Potency, µM (doses to about 77.5 µM), without a hit: at the top dose activity change, negative = displacement, hits mostly inhibitors; actives 0.074% (n = 350,000); further: on the % scale 0 is the no-effect control and ±100 the full control effect; nearly all actives have a fitted effect of over 20% in size
Target sequence (P02791 2-175 limits assumed): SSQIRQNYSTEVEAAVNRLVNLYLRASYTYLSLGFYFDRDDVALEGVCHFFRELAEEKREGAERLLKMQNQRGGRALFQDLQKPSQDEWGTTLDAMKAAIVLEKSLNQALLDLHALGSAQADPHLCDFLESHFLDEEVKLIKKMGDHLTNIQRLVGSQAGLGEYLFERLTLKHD
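Horse-spleen apoferritin (10 uM) was mixed with 50% saturated 1-aminoanthracene in PBS, exposed to compounds for 10 min at room temperature, and read for fluorescence (ex 380 nm, em 535 nm). Competitive displacement was fitted with a four-parameter Hill equation.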
G9a block: blocks human histone lysine methyltransferase G9a; Q96KQ7; G9a H3K9 monomethylation, AlphaScreen, 2 h; actives 8.8% (n = 350,000); Potency, µM (top dose mostly 102 µM), for inactives: at the top dose activity, negative = inhibition, most hits filed as inhibitors; further: on the % scale 0 is the no-effect control and ±100 the full control effect; nearly all actives have a fitted effect of over 75% in size
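Using a bead-based AlphaScreen, monomethylated H3K9 product from 2 h room-temperature reactions (G9a 20 nM, peptide 500 nM, SAM 20 uM) was detected with 0.5 ug/mL rabbit anti-H3K9me1 antibody.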
Numbers without * were called inactive; ? = inconclusive; . = not tested or not shown; [ ] = another dose, or the depositor's remark. The call rests on the fitted dose curve; in most records, active means well fitted curve in the direction sought with a large enough effect; inconclusive means small, poorly fitted or top-dose-only effect, or another doubt; inactive means no such curve, though single readings can be large; an effect the other way counts as inactive or inconclusive. Potency means the concentration at half of the fitted maximal effect. A portion of the library; the hit share may differ from the screen's.

SMILES | POLH inh | POLB inh | BAZ2B block | POLI inh | BLM inh | APE1 inh | Pol kappa inh | Anesthetic bind | G9a block
CCOC(=O)C1=C(C)Nc2ncnn2C1c1ccc2c(c1)OCO2 (stereo unspecified) | -12% | -17% | 8% | 27% | -3% | 2% | -3%[60.1 µM] | -2% | -6%[12.7 µM]
Cc1cc(NC(=O)c2cc([N+](=O)[O-])cc([N+](=O)[O-])c2)no1 | 13% | 0% | -16% | 7% | -6% | -2% | 11% | -5% | -28%
COCCn1c(SCC(=O)N2CCCCC2)nc2ccccc2c1=O | -7% | 17% | -34% | 6% | 7% | -1% | 3% | -11% | ?
Cc1ccc(C2(C)NC(=O)N(CC(=O)NNC(=O)c3ccccc3)C2=O)cc1 (stereo unspecified) | -4% | . | 9% | -5% | . | -7% | 3% | . | 11%[12.7 µM]
CC1CCN(S(=O)(=O)c2cc(Cl)ccc2Br)CC1 | -8% | -2% | 130%[activator] | 10% | -9% | ? | -12% | 5% | 55%[activator][59 µM]
C/C(=N/NC(=O)c1ccc2nc[nH]c2c1)c1cccs1 | -5% | 15% | -7% | 17% | 6% | 5% | 1% | 9% | -6%[59 µM]
O=C(CCN1C(=O)c2ccccc2C1=O)CN1CCOCC1 | -12% | 15% | 6% | 188%[activator] | -2% | -1% | -10% | -4% | 50µM*
CC(/C=C/c1ccc2c(c1)OCO2)=N\NC(=O)c1cccc([N+](=O)[O-])c1 | -3% | 16% | 17% | ? | -4% | ? | -4% | -9% | -25%[59 µM]
O=C(O)C1CCC(=O)N(C2CCCCC2)C1c1ccccc1 (stereo unspecified) | 4% | 31% | 7% | 5% | 4% | -5% | -6% | 14% | 20%[59 µM]
CCOc1ccc(S(=O)(=O)N(C)c2ccc(OCC(=O)NC3=NCCS3)cc2)cc1 | -10% | 24% | -27% | 21% | 3% | 12% | 1% | -14% | 6%
Cc1ccc(-c2csc3ncnc(Cl)c23)cc1 | -7% | -1% | 97%[activator] | 178%[activator] | -5% | 2% | 3% | -23% | 89%[activator]
O=C(NC(=S)Nc1cc(-c2nc3ccccc3[nH]2)ccc1Cl)c1ccc2c(c1)OCO2 | 1% | -7% | 1% | 14% | -6% | ? | -2% | -11% | 45µM*
Cc1nc2oc3ccc(F)cc3c(=O)c2cc1C(=O)NC(C)(C)C | -2% | -19% | -17% | 72%[activator] | 2% | 3% | 0% | -17% | -28%
CCCn1c(N)c(C(=O)COC(=O)CNC(=O)c2ccccc2OCC)c(=O)[nH]c1=O | -3% | . | 5% | 55%[activator] | . | 19% | 0% | . | -9%[59 µM]
O=C(NC1CCSC1=O)C1CCCCC1 (stereo unspecified) | -5% | 46% | -6% | 26% | 3% | 19% | -2% | -3% | .
CC(=O)Nc1ccc(S(=O)(=O)N2CCSC2c2ccco2)cc1 (stereo unspecified) | -9% | 1% | ? | 111%[activator] | -5% | -3% | -6% | -6% | .
O=C1CC(N2CCOCC2)=NN1c1ccc([N+](=O)[O-])cc1 | -10% | 35% | -26% | ? | ? | 16% | -2% | -8% | .
CC1(C(=O)Nc2ccc3c(c2)OCO3)CC1(Cl)Cl (stereo unspecified) | 10% | 40% | 0% | 19% | -2% | 3% | 1% | ? | .
COc1cc(C(=O)NCC2CCCCC2)cc(OC)c1OC | -18% | -2% | 9% | 44%[activator] | 2% | 5%[12.4 µM] | -3% | -3% | 22%[59 µM]
Cc1sc2ncnc(N3CCC(C(=O)Nc4ccc(S(N)(=O)=O)cc4)CC3)c2c1C | -20% | . | -5% | 2% | . | -11% | -14% | . | ?

Some entries already given with just Anesthetic bind:
structure	Anesthetic bind
CC(/C=C/c1ccc2c(c1)OCO2)=N\NC(=O)c1cccc([N+](=O)[O-])c1	-9%
O=C(O)C1CCC(=O)N(C2CCCCC2)C1c1ccccc1 (stereo unspecified)	14%

The list goes on.
SMILES | POLH inh | POLB inh | BAZ2B block | POLI inh | BLM inh | APE1 inh | Pol kappa inh | Anesthetic bind | G9a block
CCOc1ccc(S(=O)(=O)N2CC(=O)Nc3ccccc32)cc1C#N | -12% | 10% | -2% | 3% | -3% | 1% | 1% | 7% | -6%[2.33 µM]
N#Cc1c(F)cccc1N1CCOCC1 | -16% | 3% | 46%[activator] | -10% | 1% | ? | -5% | 6% | ?
O=C(O)CCC(=O)Nc1ccccc1C(=O)Nc1ccccc1 | 1% | 22% | -34% | 19% | -1% | -3% | -20% | -8% | ?
CCOC(=O)N1CCC(NC(=O)c2ccc3c(c2)N(Cc2ccc(Cl)cc2)C(=O)c2ccccc2S3=O)CC1 (stereo unspecified) | -24% | -10% | -15% | 6% | -7% | . | -7% | -20% | -3%[59 µM]
O=C(CC1Sc2ccccc2NC1=O)OC(C(=O)NCCc1ccccc1)c1cccnc1 (stereo unspecified) | 0% | 29% | -25% | 4% | -3% | -1% | 0% | ? | 9%[12.7 µM]
CCCc1cc(C(=O)Nc2cc(OC)c(Cl)cc2OC)no1 | -18% | 2% | 32% | 29% | -4% | 1% | -4% | -4% | -20%
CCn1c(SCC(=O)NC(C)C(C)C)nc2cc(S(=O)(=O)N3CCOCC3)ccc21 (stereo unspecified) | -24% | 26% | -23% | 27% | 1% | 31% | -4% | 7% | ?
O=C(CSc1nc2ccsc2c(=O)n1Cc1ccccc1)NCc1ccco1 | -11% | 6% | 3% | 42%[activator] | -2% | -4% | -2% | -8% | 7%[59 µM]
CCCCn1nnc(NC(=O)CC23CC4CC(CC(C4)C2)C3)n1 | -10% | 0% | -2% | -8% | 0% | 15% | -8% | ? | -6%[12.7 µM]
COc1cc2c(=O)n(Cc3ccccc3)c(=O)n(CC(=O)NCC3CCCO3)c2cc1OC (stereo unspecified) | -8% | 5% | 0% | 14% | -1% | 2% | -5% | -3% | -7%[12.7 µM]
Clc1ccc(CSc2nnc([C@@H]3CCCN3)o2)cc1 | -13% | 30% | ? | -2% | -3% | -1% | 1% | -19% | ?
COc1ccc(C(C#N)N2CCC(c3ccccc3)=N2)cc1OC (stereo unspecified) | -5% | 23% | -3% | 33%[activator] | 4% | 2% | 8% | -13% | 18µM*
CC(C)c1ccc(/C=N/NC(=O)c2nnn(-c3nonc3N)c2CN(C)C2CCCCC2)cc1 | -3% | -1% | -4% | -7% | 0% | 47% | -3% | -6% | 9%
COc1ccc(NC(=O)c2c(-c3ccccc3Cl)noc2C)c(OC)c1 | -20% | -4% | -5% | 21% | -7% | -7% | -11% | -13% | 9%
O=C(Nc1ccccc1)Nc1nnc(SCc2ccc(Cl)cc2)s1 | -18% | -4% | -5% | 27% | -2% | 1% | -5% | 2% | 11%[59 µM]
CCOC1=NS(=O)(=O)c2ccccc21 | -3% | 20% | 1% | 4% | 6% | -1% | -15% | -5% | 16%[59 µM]
CCOc1ccc(/C=N/NC(=O)COc2ccccc2-c2ccccc2)cc1 | -2% | 12% | -1%[57.1 µM] | -3% | -8% | -2% | -20% | -16% | 15%
Cc1cc2c(c(=O)o1)C(Cc1ccccc1)C(C#N)=C(N)O2 (stereo unspecified) | 0% | 26% | 7% | ? | 0% | 6% | -15% | -17% | 12%[59 µM]
CN(C)S(=O)(=O)c1ccc(Cl)c(NC(=O)CN2CCCC2)c1 | -11% | 5% | 0% | 8% | -4% | 15% | -8% | -15% | -45%
C[C@]12c3[nH]c4cc(-c5ccco5)ccc4c3CCN1C(=O)[C@@H](CC(=O)NCc1ccco1)C[C@@H]2C(=O)N1CCCCC1 | -22% | . | . | 25% | . | -19% | 1% | . | .
CCOC(=O)N1CCN(C(=O)c2cc3c(=O)n(C)c4ccccc4c3n2C)CC1 | 0% | 4% | 8% | -2% | 3% | -3% | -2% | -7% | 15%
CCOc1ccc(N2C(=O)Nc3ccccc3C2(O)C(=O)NCc2ccc3c(c2)OCO3)cc1 (stereo unspecified) | 11% | 12% | 4% | 7% | -3% | ? | 6% | 0% | 9%
O=C(Cn1cc(C(=O)c2cccs2)c2ccccc21)NCc1ccc2c(c1)OCO2 | -5% | 1% | 2% | 6% | -5% | -4% | ? | -6% | 8%
CCN(Cc1ccccc1)S(=O)(=O)c1nc2nc(C)c(C)c(C)n2n1 | 8% | -6% | -5% | 17% | -5% | -4% | 3% | -13% | -7%[59 µM]
CCC(C(=O)NCc1ccc(C)o1)n1nc(C)c2c(C)n(-c3ccccc3)nc2c1=O (stereo unspecified) | 12% | 26% | -11% | -1% | -2% | 2% | -1% | -8% | .
CC(=O)c1cccc(NC(=O)c2noc3c2CCCC3)c1 | -8% | 1% | -1% | 59%[activator] | -2% | . | 2% | 0% | 5%[59 µM]
COc1cccc(NC(=O)CN2C(=O)NC3(CCCC3)C2=O)c1 | -9% | 13% | -7% | -19% | -1% | -3% | 2% | -10% | ?
COc1ccccc1CNC(=O)CSC(=S)N1CCCC1 | 0% | . | -2% | 16% | . | 8% | -15% | . | 11µM*
COc1cccc(-c2c(-c3cc(OC)cc(OC)c3)n(C)c3ccc(-c4ccc5cc[nH]c5c4)cc23)c1 | -5% | . | . | -8% | . | -9% | -4% | . | .
O=C(CCNC(=O)c1ccc(Br)cc1)NCc1ccccn1 | -18% | . | -27% | 31%[activator] | . | 18% | -3% | . | -1%
Cc1ccc(S(=O)(=O)N2CCOCC2)cc1C(=O)NC1CCCC1 | -20% | 0% | 4% | 115%[activator] | -3% | 51% | 0% | -1% | -10%
CCN(CC)CCN1c2ccccc2Sc2ccc3ccccc3c21 | -18% | 1% | ? | 40%[activator] | 1% | 11% | -11% | -4% | 50µM*

Among those listed so far, these have a furan ring, fused or not.
SMILES | POLH inh | POLB inh | BAZ2B block | POLI inh | BLM inh | APE1 inh | Pol kappa inh | Anesthetic bind | G9a block
CC(=O)Nc1ccc(S(=O)(=O)N2CCSC2c2ccco2)cc1 (stereo unspecified) | -9% | 1% | ? | 111%[activator] | -5% | -3% | -6% | -6% | .
O=C(CSc1nc2ccsc2c(=O)n1Cc1ccccc1)NCc1ccco1 | -11% | 6% | 3% | 42%[activator] | -2% | -4% | -2% | -8% | 7%[59 µM]
C[C@]12c3[nH]c4cc(-c5ccco5)ccc4c3CCN1C(=O)[C@@H](CC(=O)NCc1ccco1)C[C@@H]2C(=O)N1CCCCC1 | -22% | . | . | 25% | . | -19% | 1% | . | .
CCC(C(=O)NCc1ccc(C)o1)n1nc(C)c2c(C)n(-c3ccccc3)nc2c1=O (stereo unspecified) | 12% | 26% | -11% | -1% | -2% | 2% | -1% | -8% | .

Screens as filed in PubChem BioAssay.
